Calpain2 inh – calpain II (pig) inhibition; purified calpain II, fluorogenic peptide substrate, 30 min; inhibition, % at 16 µM; actives 0.37% (n = 220,000);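 active means inhibition above about 50%, limit read from the data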
p97 ATPase inh – blocks human p97 ATPase activity. P55072. recombinant p97 ATPase, Kinase-Glo ATP luminescence, 3 h. inhibition, % at 8 µM. actives 0.42% (n = 220,000); in the data active means inhibition above about 15%;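 further: 0% = DMSO vehicle and 100% = wells lacking enzyme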
EBV gp42 block – blocks Epstein-Barr virus glycoprotein 42 binding; inhibition, % (tested at 21.74 µM); actives 0.42% (n = 220,000); Fluorescence polarization binding assay, mP read-out; AID 1085; in the data active means inhibition above about 50%
Target sequence (Q1HVG2 whole entry, looked up): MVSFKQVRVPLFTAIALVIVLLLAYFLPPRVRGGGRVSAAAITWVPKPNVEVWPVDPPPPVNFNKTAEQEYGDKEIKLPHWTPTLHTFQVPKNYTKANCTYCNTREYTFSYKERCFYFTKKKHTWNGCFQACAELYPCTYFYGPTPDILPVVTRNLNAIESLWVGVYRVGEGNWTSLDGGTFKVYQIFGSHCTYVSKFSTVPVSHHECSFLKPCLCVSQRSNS
Tb hexokinase – T. brucei hexokinase 1 inhibition; recombinant TbHK1, G6PDH-coupled NADH A340; inhibition, % at 10 µM; actives 0.11% (n = 220,000);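 active means inhibition of 50% or more in the single-dose primary screen; inactive means inhibition below 50%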
Runt-SMMHC FRET – inhibitors of human RUNX1 Runt domain binding to CBFb-SMMHC; Q01196+Q13951; Cerulean-Runt/Venus-CBFb-SMMHC FRET ratio 530/480, 1 h; inhibition, % at 20 µM; actives 0.74% (n = 220,000);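 active means mean inhibition across duplicate retests at 20 µM reaching about 50%, limit read from the data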;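 further: 0% = DMSO wells and 100% = wells with excess untagged CBFb-SMMHC; inhibitors lower the FRET ratio by blocking Runt binding to CBFb-SMMHC; some results filed as inactive read as strong as hits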
NCF1 inh – blocks human p47phox regulatory protein of NADPH oxidases; P14598; p47phox/p22phox peptide binding, fluorescence polarization, 2 h; inhibition, % at 24.7 µM; actives 0.53% (n = 220,000); AID 1274;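 active means inhibition above about 30%, limit read from the data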;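 further: 0% = p47phox with labelled peptide and 100% = labelled peptide alone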
Target sequence (P14598 whole entry, looked up): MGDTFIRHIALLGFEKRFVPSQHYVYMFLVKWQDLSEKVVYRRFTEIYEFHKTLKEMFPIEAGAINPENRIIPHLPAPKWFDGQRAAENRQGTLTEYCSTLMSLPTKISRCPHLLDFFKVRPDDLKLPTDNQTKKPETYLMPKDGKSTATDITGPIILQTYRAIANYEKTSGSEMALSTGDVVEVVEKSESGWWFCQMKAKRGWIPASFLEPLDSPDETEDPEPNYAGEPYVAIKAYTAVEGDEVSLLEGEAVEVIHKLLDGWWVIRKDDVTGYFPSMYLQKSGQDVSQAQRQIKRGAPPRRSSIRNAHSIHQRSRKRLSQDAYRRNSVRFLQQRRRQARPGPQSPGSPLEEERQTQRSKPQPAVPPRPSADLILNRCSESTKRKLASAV
Runt-CBFb FRET – inhibitors of human RUNX1 Runt domain binding to CBFb. Q01196+Q13951. Cerulean-Runt/Venus-CBFb FRET ratio 530/480, 1 h. inhibition, % at 20 µM. actives 0.46% (n = 220,000);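 active means inhibition over about 50% at 20 µM in the single-dose screen, limit read from the data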;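 further: 0% = DMSO wells and 100% = excess unlabeled CBFb competitor control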
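test system = Cerulean-Runt domain fusion protein, energy donor | probe or stimulus = Venus-CBFb binding partner, 100 nM | incubation = two 1 h room-temperature incubations shielded from light | detection = fluorescence energy transfer, 422 nm excitation, 530/480 nm emission | measure = loss of energy transfer signal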
Furin inh – blocks human furin protease activity; P09958; purified furin, fluorogenic substrate cleavage; inhibition, % at 30 µM; actives 0.061% (n = 220,000); AID 463115; in the data active means inhibition above about 25%; further: inactives centre near -15
RBBP9 inh – inhibitors of human serine hydrolase RBBP9; O75884; recombinant RBBP9, FP-Rh probe fluorescence polarization; inhibition, % at 7.94 µM; actives 0.2% (n = 220,000); AID 1515;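 active means inhibition above the campaign mean of all tested compounds plus 3 SD, cut at about 14% in these data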;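 further: plate controls were DMSO wells with RBBP9 for no effect and wells lacking RBBP9 protein for full effect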
Target sequence (O75884 whole entry, looked up): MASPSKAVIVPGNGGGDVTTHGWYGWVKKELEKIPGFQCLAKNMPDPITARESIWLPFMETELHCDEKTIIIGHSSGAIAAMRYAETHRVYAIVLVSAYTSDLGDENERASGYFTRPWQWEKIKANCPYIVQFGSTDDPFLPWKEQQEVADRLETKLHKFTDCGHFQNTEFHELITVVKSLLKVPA
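Measured by – fluorescence polarization · Test system – RBBP9 protein · Input – 2.5 µM RBBP9 dispensing solution, before mixing · Measure – percent inhibition from mP, scaled between DMSO and no-protein wells · Benchmarks – DMSO-treated enzyme wells and wells lacking RBBP9 · Times – preincubation 30 min plus labeling 45 min at 25 °C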
* = called active by the depositor; i = inactive; . = no result given; & = joins results of further samples; [ ] = remark or other dose.

Calpain2 inh	p97 ATPase inh	EBV gp42 block	Tb hexokinase	Runt-SMMHC FRET	NCF1 inh	Runt-CBFb FRET	Furin inh	RBBP9 inh	SMILES
-26	4	-7	-3	-1	-9	-2	-26	2	COc1cccc(/C=C/C(=O)NCc2cn3cc(Cl)ccc3n2)c1
-4	.	-3	-10	3	-5	2	-18	.	COc1cc(Nc2ccccn2)cc(C(=O)Nc2cccc(C(F)(F)F)c2)c1
2	-1	-5	-24	1	-9	0	-10	0	Brc1ccc2ncnc(NCc3cccnc3)c2c1
27	-4	2	-9	-5	0	-2	-6	-4	Nc1n[nH]c(N)c1N=Nc1ccc(Cl)cc1Cl
-319	8	-24	-25	-1	-32	1	-17	0	O=C(NC1=NCCS1)c1cc(-c2cccs2)nc2ccccc12
16	-6	-6	9	0	-8	0	-11	-15	Cc1ccc(Cl)cc1NC(=O)CCCN1C(=O)c2cccnc2C1=O
-6	1	-6	4	-1	-1	1	-9	3	Cc1nc2ccc(S(=O)(=O)NCC(=O)N3CCN(c4ccccc4)CC3)cc2s1
-10	1	-10	2	-17	-4	3	-12	-8	CCOC(=O)/C(C#N)=C\C1=C(N2CCOCC2)CC(C)(C)OC1
-17	3	6	2	1	-5	1	-3	6	CC12CCC(=O)N1C(C(=O)OCC(=O)Nc1ccc(S(N)(=O)=O)cc1)CS2 (centres undefined)
21	-9	7	3	0	2	42	-8	-11	COc1ccc(S(=O)(=O)NCc2ccc(C(=O)N3CCc4ccccc4C3)cc2)cc1
-6	2	9	-2	4	-4	-1	-17	-3	CCOc1cc(C(=O)N/N=C(\C)Cc2ccc(OC)cc2)cc(OCC)c1OCC
9	-2	-2	10	3	-3	-1	-14	-10	CN(Cc1ccccc1)CC(O)COc1ccc(CNCc2ccc(Cl)s2)cc1 (centres undefined)
27	-1	11	-41	0	5	-2	12	-15	O=S1(=O)N=C(N/N=C/c2ccco2)c2ccccc21
26	3	-8	-13	-47	-9	0	-10	-8	O=[N+]([O-])c1ccc(/C=N/Nc2nc(N3CCOCC3)nc(N3CCOCC3)n2)cc1
-12	-3	-11	-6	-6	-21	5	-15[20 µM]	-7	O=C(Nc1ccncc1)c1cn(-c2ccccc2)nc1-c1cccs1
1	2	-12	-18	-7	-20	-1	-1	-7	CCn1c(SCC(=O)c2ccccc2)nc2c(c1=O)SC(C)C2 (centres undefined)
-1	1	20	9	3	-9	-3	-6	-3	CCC(C(=O)Nc1ccccc1OC)n1c(C(=O)OC)cc2ccsc21 (centres undefined)
-1	0	-19	4	-1	2	-5	-23[20 µM]	-3	COc1ccccc1-c1noc(-c2cc(OC)c(OC)c(OC)c2)n1
-17	3	-25	-1	-3	-2	-1	-30	-1	CN1CCC(OC(=O)COc2ccc(Cl)cc2Cl)CC1
-5	-3	-2	0	-4	-17	-3	-17	-5	COCCNC(=O)c1ccc(N2CCCCC2)c(NS(=O)(=O)c2ccc(C)cc2)c1

Continuation:
Calpain2 inh	p97 ATPase inh	EBV gp42 block	Tb hexokinase	Runt-SMMHC FRET	NCF1 inh	Runt-CBFb FRET	Furin inh	RBBP9 inh	SMILES
25	1	-10	5	-41	1	-1	-31	3	COCCn1c(Cc2ccccc2)nnc1SCC(=O)NC(C)C
-4	1	-2	10	-1	-19	-2	-18	-3	COc1ccccc1C(=O)C1CCCN(C(=O)c2cc(C(C)C)no2)C1 (centres undefined)
5	-1	-14	2	-3	-8	-1	2[20 µM]	-5	COc1ccc(Cn2nnnc2C(c2ccccc2Cl)N2CCC(C(N)=O)CC2)cc1 (centres undefined)
19	-1	13	0	-1	-2	0	-29	5	c1ccc2c(c1)ccc1nnc(SCc3ccc4c(c3)OCO4)n12
-236	-2	-15	-24	0	-91	17	23	-14	O=C(Nc1ccc(F)cc1)Nc1sccc1-c1nc2ccccc2s1
-19	-4	-2	-10	-2	-22	-1	-1[20 µM]	-14	COc1cc(OC)cc(C(=O)N[C@H](C(=O)OCC(=O)c2ccc3c(c2)NC(=O)CO3)C(C)C)c1
-13	1	2	-2	0	-62	2	-5[20 µM]	3	CCOC(=O)c1sc(NC(=O)CCN2CC(C)OC(C)C2)c(C(=O)OCC)c1C (centres undefined)
-41	3	1	1	-2	-2	4	-23[20 µM]	-2	Cc1ccc(OCC(=O)N/N=C/c2ccco2)cc1
-3	0	-6	1	-1	-5	2	-10	-6	O=C(COC(=O)c1ccc[nH]c1=O)Nc1ccc2c(c1)OC(F)(F)O2
7	4	-6	-1	3	-1	-4	-10	4	COc1cc2c(cc1NC(=O)c1ccccc1F)CCCC2
-222	0	7	-10	32	-20	18	-19[20 µM]	5	CC1=C(C(=O)OCC2CCCO2)C(c2cccc(C(F)(F)F)c2)C2=C(CC(c3ccco3)CC2=O)N1 (centres undefined)
7	4	2	23	-2	-18	0	5	0	O=S(=O)(Nc1nc2ccccc2nc1Cl)c1ccc2ccccc2c1
8	4	-6	-3	0	-6	0	-10	-1	COc1cc(OC)c(C(=O)CCCN2CCCC2)c(OC)c1
-35	1	-10	-14	2	-74	-1	-13	-9	CCc1ccc(NC(=O)c2cc(-c3cccs3)on2)cc1
15	7	-4	-13	0	-3	1	-8	-9	Cc1nc2ccccn2c1/C(O)=C1\C(=O)C(=O)N(CCCn2ccnc2)C1c1ccncc1 (centres undefined)
-12	1	-16	2	0	-11	1	-10	-10	O=C1OC2(CCCCC2)OC(=O)C1=CNc1nccs1
-3	3	-28	-7	0	1	11	-23	1	CCOC(=O)c1c(NC(=S)NCC2CCCO2)sc(C)c1C (centres undefined)
22	1	1	-1	0	0	-1	-21[20 µM]	-6	Cc1ccccc1-n1c(SC(C)C(=O)N2CCN(C)CC2)nc2ccccc2c1=O (centres undefined)
14	9	-18	-10	-4	-11	0	-11	0	COc1cc(/C=N/N(C)S(=O)(=O)c2ccc(C)cc2)cc([N+](=O)[O-])c1O
-14	2	7	1	2	4	0	4	-5	Cc1cccc(C)c1NC(=S)N(CCN(C)C)Cc1cccs1

Compound profiles (already shown). Screens in order: Calpain2 inh	p97 ATPase inh	EBV gp42 block	Tb hexokinase	Runt-SMMHC FRET	NCF1 inh	Runt-CBFb FRET	Furin inh	RBBP9 inh
Results for c1ccc2c(c1)ccc1nnc(SCc3ccc4c(c3)OCO4)n12 → 19	-1	13	0	-1	-2	0	-29	5
Results for COc1cc(OC)c(C(=O)CCCN2CCCC2)c(OC)c1 → 8	4	-6	-3	0	-6	0	-10	-1
Results for O=C1OC2(CCCCC2)OC(=O)C1=CNc1nccs1 → -12	1	-16	2	0	-11	1	-10	-10
Results for CCc1ccc(NC(=O)c2cc(-c3cccs3)on2)cc1 → -35	1	-10	-14	2	-74	-1	-13	-9
Results for COc1ccccc1C(=O)C1CCCN(C(=O)c2cc(C(C)C)no2)C1 (centres undefined) → -4	1	-2	10	-1	-19	-2	-18	-3

(list continues)
Calpain2 inh	p97 ATPase inh	EBV gp42 block	Tb hexokinase	Runt-SMMHC FRET	NCF1 inh	Runt-CBFb FRET	Furin inh	RBBP9 inh	SMILES
16	-2	-5	-4	2	1	1	-10	-3	CCO[C@H]1OC(C(=O)NC2CC2)=C[C@@H](c2ccc3c(c2)OCO3)[C@@H]1CCCO
0	-13	-7	-4	-4	-3	.	-7	-6	Cc1ccc(C2=Nc3ccccc3N=C(C(Cl)Cl)C2)cc1
6	9	-18	-24	-3	-1	-1	-2	2	CCN(CC)CCN1C(=O)C(O)=C(C(=O)c2cc3cccc(OC)c3o2)C1c1ccc(F)cc1 (centres undefined)
i	5	11	-2	60*	-10	6	-7	3	Cc1sc2nc3ccc(NCc4ccco4)nn3c(=O)c2c1C
-32	-6	-1	-1	-4	-9	1	-9[20 µM]	-12	O=C(NC1C=CS(=O)(=O)C1)c1sc2ccccc2c1Cl (centres undefined)
-6	4	-17	4	-3	-12	-1	-26	-8	CN(C)CCCNC(=O)CCc1ncc(C(F)(F)F)cc1Cl
10	5	-22	-10	-13	-26	0	-13	2	CN(c1ccccc1)S(=O)(=O)c1cccc(NC(=O)c2cc3ccccc3oc2=O)c1
-18	6	-6	-10	0	-3	1	-19	-8	C[C@@H]1NC(=O)[C@H](CCCN=C(N)N)NC(=O)c2cc([N+](=O)[O-])cc(I)c2OCC[C@@H](C(N)=O)NC1=O
-32	3	-15	1	1	-24	2	-21[20 µM]	-7	CCCc1nc2ccccc2c(C(=O)O)c1CC
-3	4	-9	2	3	-11	2	-12	-20	COc1ccc(NS(=O)(=O)c2cc(NC(=O)c3ccc(C)o3)ccc2N2CCCCC2)cc1
-20	6	-22	-33	4	-1	0	-11	0	NC(N)=N/N=C/c1cc([N+](=O)[O-])ccc1O
39	2	-13	-6	1	-10	-2	-21	3	Cc1nc2ccccc2c(=O)n1N(c1ccccc1)c1ccccc1
39	-4	11	1	0	-2	-3	-11[20 µM]	-3	CCOC(=O)Cc1ccc(NC(=O)c2ccc(C(C)(C)C)cc2)cc1
-7&8	3&-1	49&-9	-4&-10	-6&-4	-175&-177	-7&-8	-25&-11	-2&0	Oc1ccc2ccccc2c1N=Nc1ccc(F)cc1
-87	-7	-8	-27	4	-14	0	-17[20 µM]	-16	CC(C)OC(=O)/C(=C\c1ccc2c(c1)c1ccccc1n2C)NC(=O)c1ccccc1
-10	5	-3	4	2	-6	0	-21	1	CC(C)(C)NC(=O)NC(=O)COC(=O)Cn1cnc2ccccc2c1=O
29	-8	15	36	1	-18	0	-7	-13	COc1ccc(CCN2C(=O)NC(NC(=O)CCc3ccccc3)(C(F)(F)F)C2=O)cc1OC (centres undefined)
-21	8	3	-4	2	-15	-1	-29	-2	COC(=O)CCC(=O)COc1ccc(OC)cc1C#N
0	2	-12	35	5	-7	1	-11	-4	O=C(Nc1ccccc1)c1cc(S(=O)(=O)N2CCSCC2)ccc1Cl

2 records picked at random from those above:
Calpain2 inh	p97 ATPase inh	EBV gp42 block	Tb hexokinase	Runt-SMMHC FRET	NCF1 inh	Runt-CBFb FRET	Furin inh	RBBP9 inh	SMILES
-21	8	3	-4	2	-15	-1	-29	-2	COC(=O)CCC(=O)COc1ccc(OC)cc1C#N
-7&8	3&-1	49&-9	-4&-10	-6&-4	-175&-177	-7&-8	-25&-11	-2&0	Oc1ccc2ccccc2c1N=Nc1ccc(F)cc1
